Screens deposited in PubChem BioAssay by several laboratories.
SARS 3CLpro inh = SARS-CoV 3CLpro protease inhibition; P0C6X7; recombinant SARS-CoV 3CLpro, quenched FRET peptide cleavage; inhibition, % at 6 µM; 0.14% of 290,000 active; in the data active = inhibition above about 12%
BoNT-F LC inh = blocks Botulinum neurotoxin F light chain protease | Multiplex microsphere protease cleavage assay, flow cytometry | inhibition, % at 10 µM | 0.22% of 360,000 active | AID 588497; in the data active = inhibition above about 35%, passing the limit was not always enough; inconclusive = no clear call, values can overlap the other calls; note: plate controls were buffer without enzyme for full effect and enzyme alone for no effect
CCHF vOTU inh = CCHFV vOTU protease inhibition; AID 651958; Pep-AMC fluorescence; 0.55% of 370,000 active; inhibition, % at 11.5 µM; in the data active = inhibition above about 30%; note: 0% = vehicle wells with enzyme and 100% = no enzyme wells
PrPC surface inh = inhibitors of human cell surface prion protein PrPC; TR-FRET read-out; inhibition, % at 13.8 µM; 0.43% of 370,000 active; P04156; AID 720596; in the data active = inhibition above about 24%; note: 0% = median of the test wells and 100% = reference compound wells
BoNT A protease = inhibitors of Botulinum neurotoxin A light chain protease. AID 588499. inhibition, % at 10 µM. multiplex microsphere protease substrate cleavage, flow cytometry. 0.17% of 360,000 active; note: plate controls were buffer without enzyme for full effect and enzyme alone for no effect
PriA SSB inh = inhibitors of Klebsiella pneumoniae PriA binding to SSB C-terminal tail. AlphaScreen SSBct-PriA binding, biotinylated peptide. inhibition, % at 33 µM. 0.6% of 430,000 active. AID 1272365; in the data active = inhibition mostly above about 37%, no sharp cut-off; inactive = mostly below about 20%;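 note: plate controls were negative control peptide for no effect and reference peptide for full effect; strong numbers were not always called active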
DUSP3 inh = blocks human VHR1 dual specificity phosphatase. P51452. recombinant VHR phosphatase, pNPP absorbance. inhibition, % at 13.3 µM. 0.52% of 290,000 active; in the data active = inhibition above about 50%; note: some compounds called inactive have numbers as strong as hits
Target sequence (P51452 whole entry, looked up): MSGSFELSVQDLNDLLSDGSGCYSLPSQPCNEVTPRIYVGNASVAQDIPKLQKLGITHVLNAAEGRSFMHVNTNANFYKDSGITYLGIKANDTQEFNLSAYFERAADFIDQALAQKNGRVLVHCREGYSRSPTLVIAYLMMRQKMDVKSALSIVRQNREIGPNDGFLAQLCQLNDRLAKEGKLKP
Rv3671c inh = Rv3671c (M. tuberculosis) protease inhibition | 0.048% of 320,000 active | inhibition, % at 5.96 µM; in the data active = inhibition above about 38%;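 note: extracellular domain of Rv3671c used as enzyme; 0% = enzyme with DMSO and 100% = no enzyme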
Target sequence (P9WHR9 whole entry, looked up, the tested form may be a part): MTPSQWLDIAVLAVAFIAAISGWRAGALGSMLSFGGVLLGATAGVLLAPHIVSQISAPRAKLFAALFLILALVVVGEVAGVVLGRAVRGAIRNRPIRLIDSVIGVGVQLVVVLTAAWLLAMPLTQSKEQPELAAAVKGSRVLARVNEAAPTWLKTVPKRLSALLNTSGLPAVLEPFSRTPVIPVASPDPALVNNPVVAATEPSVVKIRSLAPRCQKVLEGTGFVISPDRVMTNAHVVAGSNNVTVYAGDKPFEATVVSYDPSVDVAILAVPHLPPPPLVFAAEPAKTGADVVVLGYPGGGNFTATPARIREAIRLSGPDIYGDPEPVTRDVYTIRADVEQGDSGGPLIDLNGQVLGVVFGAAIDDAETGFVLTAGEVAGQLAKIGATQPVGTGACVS
MazEF act = activators of E. coli MazEF toxin-antitoxin RNase. 0.32% of 350,000 active. AID 504720. P0AE70. activation, % at 20 µM. FAM/BHQ RNA-DNA oligo cleavage fluorescence, 5 h; in the data active = activation above about 50%
Target sequence (P0AE70 whole entry, looked up): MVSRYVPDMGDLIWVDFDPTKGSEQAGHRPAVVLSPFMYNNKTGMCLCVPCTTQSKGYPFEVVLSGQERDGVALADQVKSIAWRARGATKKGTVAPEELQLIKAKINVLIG
Anthrax LF prot = anthrax lethal factor protease inhibition; multiplex microsphere protease cleavage assay, LF; inhibition, % at 10 µM; 0.12% of 360,000 active; note: plate controls were buffer without enzyme for full effect and enzyme alone for no effect
* = called active by the depositor; ? = inconclusive; nt = not tested or not shown. Cut-off read from the data, not from the text of the source, unless noted: active = inhibition above about 30%; inconclusive = no clear call, values can overlap the other calls; inactive = below that.

Molecule | MazEF act | CCHF vOTU inh | SARS 3CLpro inh | BoNT-F LC inh | BoNT A protease | PrPC surface inh | DUSP3 inh | Anthrax LF prot | PriA SSB inh | Rv3671c inh
CN(C)S(=O)(=O)c1ccc(Cl)c(C(=O)OCC(=O)c2ccco2)c1 | 1 | 10 | nt | 2 | -0.2 | -7 | nt | -4 | -10 | -6
CCOCc1cnc(C)nc1NCC(=O)c1c(C)[nH]c2ccc(OC)cc12 | 2 | 4 | 1 | -6 | 0.5 | -2 | -8 | 2 | -20 | 3
COc1ccc(S(=O)(=O)N2CCCCC2)cc1NC(=O)c1ccc(Cl)nc1 | 0 | 8 | nt | -3 | 0.3 | 2 | nt | 4 | -5 | -14
CCOC(=O)CC(=O)CSc1ncnc2c1cnn2-c1ccccc1 | -2 | -3 | -2 | nt | nt | 3 | 36 | nt | -5 | -11
CC(C)(C)C(=O)N1CCN(c2ccc([N+](=O)[O-])c(NCC3CCCO3)c2)CC1 (centres undefined) | 1 | 7 | 3 | 6 | -0.5 | -29 | 32 | -4 | 10 | -1
CC(=O)c1cccc(NC(=S)NNC(=O)c2ccco2)c1 | -3 | 9 | 3 | -4 | -1.5 | 1 | 47 | -2 | -4 | 2
O=C(NCc1ccncc1)C(=O)NCC(c1ccco1)N1CCN(c2ccc(F)cc2)CC1 (centres undefined) | 4 | -2 | -2 | 10 | 2.1 | 5 | 18 | -1 | 0 | 1
C=CCn1c(C(O)c2ccccc2)nc2ccccc21 (centres undefined) | 4 | 10 | 1 | 23 | -0.5 | 7 | 0 | 1 | -15 | 12
COc1cc(/C=N/NC(=O)c2ccncc2)ccc1OC(=O)c1ccco1 | 2 | -3 | -2 | 3 | 0.8 | -8 | -4 | -3 | nt | 7
CC1CN(Cc2cc(=O)[nH]c(C(C)C)n2)CC(C)O1 (centres undefined) | -11 | -11 | -2 | -10 | 0.1 | -2 | 5 | 6 | -15 | -7
CN1CCN(c2nc3ccccn3c(=O)c2/C=C(\C#N)S(=O)(=O)c2ccc(Cl)cc2)CC1 | 0 | -7 | -3 | -2 | 0.1 | 1 | 16 | -7 | 4 | 0
Cc1ccc(C(=O)NCC(=O)NCC(=O)OCC(=O)c2ccc(Br)cc2)cc1 | -25 | 4 | 4 | 6 | 0.5 | 5 | 10 | -1 | -18 | 2
CC(=O)N1CCN(c2ccc(Oc3ncnc4sccc34)cc2)CC1 | 6 | -4 | 4 | -9 | 0.9 | 4 | 19 | -12 | -12 | 8
CC1=NCCN1S(=O)(=O)c1cc(Cl)ccc1Cl | 3 | 7 | 2 | 2 | 1.1 | -2 | 0 | -1 | -11 | -13
CCn1cc(/C=C(\NC(=O)c2ccccc2F)C(=O)NCCCn2ccnc2)c2ccccc21 | -6 | 19 | 0 | 1 | 0.1 | -12 | -15 | -1 | 11 | 5
Cc1coc2cc3oc(=O)c(CCC(=O)NCCCN4CCOCC4)c(C)c3cc12 | 5 | -11 | -3 | -4 | -0.2 | 0 | 8 | -3 | -17 | -1
CC(=O)c1ccc(S(=O)(=O)Nc2c(C)nn(C)c2C)cc1 | -6 | 0 | nt | 11 | 1.1 | -2 | nt | ? | -1 | nt
CCC1CCCCN1CCCNC(=O)CSc1nc2nc(C)c(Cc3ccc(C)cc3)c(C)n2n1 (centres undefined) | 19 | 10 | 1 | 2 | -0.8 | -16 | -8 | -2 | -1 | -3
Cc1ccc(OCCCCNC2CCCC(C)C2C)c(C)c1 (centres undefined) | 35 | -6 | 4 | -7 | -0.2 | 0 | -18 | -3 | 7 | -2
O=C(/C=C/c1ccccc1[N+](=O)[O-])NCCc1ccc(F)cc1 | 5 | 0 | 4 | 4 | -0.1 | -14 | 2 | 0 | -1 | 4
CSc1ccccc1C(=O)N1CCC(n2nccc2NC(=O)C(C)(C)C)CC1 | 4 | 4 | 3 | 9 | -2.0 | 1 | 21 | 1 | -1 | -1
COc1cc2cc(NC(C)=O)cc(NCc3ccccc3)c2cc1OC | 8 | 20 | 3 | -15 | -8.4 | -9 | 9 | -2 | 21 | nt
CC(C)c1cc(C(=O)N/N=C/c2cccnc2)n[nH]1 | 8 | -13 | 4 | -3 | 0.6 | 2 | -1 | -1 | nt | 1
Cc1cccc(C(=O)Nc2ccc(C(=O)c3ccncc3)cc2)c1 | 1 | 0 | nt | -1 | 0.5 | 5 | nt | 5 | nt | nt

Some of these compounds in order of length of the SMILES, rising.
Molecule | MazEF act | CCHF vOTU inh | SARS 3CLpro inh | BoNT-F LC inh | BoNT A protease | PrPC surface inh | DUSP3 inh | Anthrax LF prot | PriA SSB inh | Rv3671c inh
Cc1ccc(OCCCCNC2CCCC(C)C2C)c(C)c1 (centres undefined) | 35 | -6 | 4 | -7 | -0.2 | 0 | -18 | -3 | 7 | -2
CC(C)c1cc(C(=O)N/N=C/c2cccnc2)n[nH]1 | 8 | -13 | 4 | -3 | 0.6 | 2 | -1 | -1 | nt | 1
COc1cc2cc(NC(C)=O)cc(NCc3ccccc3)c2cc1OC | 8 | 20 | 3 | -15 | -8.4 | -9 | 9 | -2 | 21 | nt
Cc1cccc(C(=O)Nc2ccc(C(=O)c3ccncc3)cc2)c1 | 1 | 0 | nt | -1 | 0.5 | 5 | nt | 5 | nt | nt
CSc1ccccc1C(=O)N1CCC(n2nccc2NC(=O)C(C)(C)C)CC1 | 4 | 4 | 3 | 9 | -2.0 | 1 | 21 | 1 | -1 | -1

Continuation:
Molecule | MazEF act | CCHF vOTU inh | SARS 3CLpro inh | BoNT-F LC inh | BoNT A protease | PrPC surface inh | DUSP3 inh | Anthrax LF prot | PriA SSB inh | Rv3671c inh
O=C(NC1CC1)c1[nH]c(C(F)(F)F)nc1-c1ccccc1 | nt | -6 | nt | -2 | -0.5 | 2 | nt | 0 | nt | nt
O=C(O)CC(CC(=O)Nc1ccc(F)c(Cl)c1)c1ccc(Cl)cc1Cl (centres undefined) | -9 | -3 | 7 | ? | -3.1 | 3 | 1 | -1 | -1 | 1
O=C(NC(=S)Nc1cccc2c(O)cccc12)c1cccc(Br)c1 | 5 | 22 | 1 | -34 | -1.1 | -8 | 13 | -2 | 11 | -9
CCOCCCNC(=O)CN1C(=O)c2cccc3cccc1c23 | -19 | -7 | 0 | 39* | 3.2 | -8 | 1 | -4 | -2 | -8
Cc1ccc(-c2cc(C(F)(F)F)n3nc(C(=O)N4CCN5CCCC5C4)cc3n2)cc1 (centres undefined) | 4 | 6 | 1 | 2 | -0.1 | -16 | 23 | -5 | 1 | -8
CCN(CC)CC(=O)Nc1c(C#N)cnn1-c1ccccc1 | 10 | -14 | 2 | -1 | 0.1 | 0 | 19 | 5 | 3 | 11
O=C(c1cccs1)N(Cc1cccc(F)c1)C1CCS(=O)(=O)C1 (centres undefined) | 5 | 3 | 2 | 1 | 1.0 | 4 | 2 | 5 | 5 | 4
Cc1nnc(NC(=O)CSc2nnc(NC(=O)C(C)(C)C)s2)s1 | 1 | -17 | 3 | -4 | -0.4 | 3 | 22 | -7 | -9 | -4
O=C1CSC(=Nc2ccc(Cl)cc2)N1Cc1cccnc1 | 7 | -7 | -1 | ? | -1.4 | -2 | 1 | -4 | -9 | -3
O=C(NC(=S)N1CCN(c2ccc([N+](=O)[O-])cc2)CC1)c1ccco1 | 2 | -12 | 2 | -3 | -0.9 | -11 | 53* | 2 | -6 | 0
Fc1ccccc1Cc1nnc2n1N=C(c1ccc(Cl)cc1)CS2 | 8 | 4 | 4 | 4 | -0.5 | 7 | 33 | -3 | -7 | 0
O/N=C1\CCSc2ccc(F)cc21 | -3 | 0 | 0 | ? | 1.6 | -2 | 16 | -22 | nt | 3
CCCN(C(=O)CSc1ncccn1)C1CCS(=O)(=O)C1 (centres undefined) | 2 | 7 | nt | 5 | 2.7 | -4 | nt | 3 | 7 | 3
COc1ccc(Cl)cc1S(=O)(=O)NCCCn1ccnc1 | 6 | -4 | 3 | -1 | -2.6 | -2 | 14 | -5 | -20 | 3
Cc1cc(C)cc(N2C(=O)NC(=O)/C(=C\C=C\c3ccco3)C2=O)c1 | -70 | 15 | -2 | 0 | 0.1 | 4 | 13 | -2 | -1 | -14
O=C(NCCCN1CCOCC1)C1CCCN(S(=O)(=O)N2CCCCC2)C1 (centres undefined) | -25 | 16 | 0 | 0 | 0.7 | 1 | 29 | -1 | -1 | -2
Cc1ccc(NC(=O)CCC(=O)N/N=C/c2coc3ccc(F)cc3c2=O)cc1 | -18 | -1 | nt | -2 | -0.9 | -4 | nt | -3 | nt | -2
Cc1ccc([N+](=O)[O-])cc1NC(=O)CN(C1CCCCC1)S(=O)(=O)c1ccc(Cl)cc1 | 12 | 7 | -1 | -4 | 0.1 | 2 | 22 | -5 | 1 | nt
COC(=O)c1c(NC(=S)Nc2cc(OC)c(Cl)cc2OC)sc2c1CCCCC2 | 0 | 19 | -1 | 0 | 6.5 | 1 | 2 | 3 | 3 | -2
O=C(Nc1cccc(-c2cn3ccccc3n2)c1)c1ccccc1 | 7 | -6 | -2 | 2 | 0.4 | -6 | -8 | 3 | 5 | -4
O=C(CSc1nnc(-c2ccncc2)n1C1CCCCC1)Nc1ccccc1 | 4 | 10 | 2 | -3 | ? | -2 | 14 | 2 | -7 | -1
CCc1noc(C)c1C(=O)OCC(=O)NC(=O)c1ccccc1 | 5 | -3 | -1 | 10 | -0.6 | 2 | 19 | 0 | -12 | -6
C=C(C)CNC(=S)NN=C1c2ccccc2-c2ccccc21 | -15 | nt | -3 | -5 | -0.6 | nt | 13 | -1 | 1 | -12
CC(=O)c1cc(F)c(N2CCN(C(=O)c3ccco3)CC2)cc1C | -7 | 9 | -1 | 11 | 0.7 | 13 | -1 | 1 | -8 | 3
CC(C)(C)CC(=O)Nc1cc(S(=O)(=O)N2CCOCC2)ccc1N1CCCC1 | -1 | 11 | 1 | -1 | -1.5 | 5 | -6 | 2 | 3 | -1
CCc1ccc(C(=O)COC(=O)c2ccco2)cc1 | 2 | -2 | -3 | 10 | 1.2 | 3 | 34 | 0 | -17 | -4
O=C(c1cc(F)ccc1F)C1CCCN(Cc2cc(Cl)ccc2O)C1 (centres undefined) | 2 | 0 | 0 | ? | -2.3 | 3 | 18 | 5 | -43 | -7
O=C(N/N=C/c1ccsc1)c1ccc2c(c1)OCO2 | -2 | 13 | nt | -47 | -31 | 3 | nt | -11 | nt | 2
CCCCn1c(=O)c(C(=O)Nc2ccc(C)cn2)c(O)c2ccccc21 | 6 | nt | 1 | nt | nt | nt | 19 | nt | -16 | 4
Cc1ccc(NC(=O)C2CCN(S(=O)(=O)c3cccc4nonc34)CC2)nc1 | -3 | 11 | 4 | -8 | 0.0 | -23 | 12 | 0 | -8 | -4
O=C1C(Nc2cccc(O)c2)=C(N2CCCCC2)C(=O)c2ccccc21 | 20 | 89* | 1 | -13 | -0.1 | -21 | 18 | -7 | 14 | -111
Nc1nc(SCc2ccc(Cl)cc2)[nH]c(=O)c1-c1ccccc1 | -2 | 15 | 4 | 1 | 0.2 | -1 | -14 | -2 | -10 | 3
CCOc1ccc2[nH]c(=O)c(CN(Cc3cccnc3)C(=O)Nc3ccccc3OC)cc2c1 | -3 | -1 | 3 | 0 | 0.2 | -3 | 20 | -8 | -3 | -2

Record cards, from the list above. Order of values: MazEF act	CCHF vOTU inh	SARS 3CLpro inh	BoNT-F LC inh	BoNT A protease	PrPC surface inh	DUSP3 inh	Anthrax LF prot	PriA SSB inh	Rv3671c inh
CCOc1ccc2[nH]c(=O)c(CN(Cc3cccnc3)C(=O)Nc3ccccc3OC)cc2c1 reads -3	-1	3	0	0.2	-3	20	-8	-3	-2
CCc1ccc(C(=O)COC(=O)c2ccco2)cc1 reads 2	-2	-3	10	1.2	3	34	0	-17	-4

A portion of the library (hit frequency here may not be typical).
